# From PubChem BioAssay
# PTHR1 agonist – agonists of human PTHR1 parathyroid hormone receptor. Potency, µM (titrated, usually from 115 µM), for the others: top-dose activation, most hits filed as activators. HEK293 GP2 PTHR1 cells, GloSensor cAMP luminescence, 1 h. 0.075% of 410,000 active. Q03431; note: potency is the fitted concentration of half-maximal effect; nearly all actives have a fitted effect of over 55% in size; some results filed as inactive show a strong effect at the top dose; inactives centre near -15; many of its hits are not listed in these tables
# Target sequence (Q03431 whole entry, looked up): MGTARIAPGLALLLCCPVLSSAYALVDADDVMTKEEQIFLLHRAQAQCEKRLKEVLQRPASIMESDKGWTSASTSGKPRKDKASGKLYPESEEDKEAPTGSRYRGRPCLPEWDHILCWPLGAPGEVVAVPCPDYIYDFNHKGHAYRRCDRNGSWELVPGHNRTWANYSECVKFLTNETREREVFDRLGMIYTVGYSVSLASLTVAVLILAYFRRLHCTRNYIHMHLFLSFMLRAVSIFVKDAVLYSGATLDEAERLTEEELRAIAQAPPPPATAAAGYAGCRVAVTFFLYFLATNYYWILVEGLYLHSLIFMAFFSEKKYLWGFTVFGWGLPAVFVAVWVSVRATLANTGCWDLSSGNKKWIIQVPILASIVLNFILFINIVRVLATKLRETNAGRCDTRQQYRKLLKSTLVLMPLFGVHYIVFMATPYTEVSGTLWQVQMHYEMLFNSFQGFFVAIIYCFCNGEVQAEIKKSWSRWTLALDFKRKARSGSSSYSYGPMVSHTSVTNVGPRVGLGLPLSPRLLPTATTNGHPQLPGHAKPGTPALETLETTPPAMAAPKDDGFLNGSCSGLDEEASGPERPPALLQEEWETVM
#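 HEK-293-derived GP2 cells expressing PTHR1 and a GloSensor cAMP reporter, 3,000/well, plated overnight, given luciferin plus IBMX (each 0.5 mM as added) for 1 h at 37 °C, then compound for 1 h at 37 °C. Luminescence was read after 15 min at room temperature.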
# TDP43 rescue – inhibitors of TDP-43 toxicity in yeast; TDP-43 expressing yeast growth rescue, BacTiter-Glo, 24 h; Potency, µM (highest dose often 46.1 µM), without a hit: at the highest dose growth rescue (activation), actives largely listed as activators; 1.8% of 410,000 active; AID 652104; note: potency is the fitted concentration of half-maximal effect; % of control where 0% means no effect; nearly all actives have a fitted effect of over 50% in size
#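 Cell-based yeast growth screen: TDP-43 expression induced in galactose, inoculum OD600=0.02 after raffinose pregrowth to mid-log. Read-out BacTiter-Glo luminescence at 24 hr, 30 deg C; inhibition of toxicity seen as signal increase.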
# aSyn yeast inh – rescues yeast growth from alpha-synuclein toxicity; 0.14% of 370,000 active; Yeast expressing alpha-synuclein, growth rescue, BacTiter-Glo, 24 h; AID 652106; Potency, µM (series often up to 46.1 µM), without a hit: top-dose growth rescue (activation), usual class: activators; note: potency is the fitted concentration of half-maximal effect; % of control where 0% means no effect; nearly all actives have a fitted effect of over 65% in size
#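 Screening used galactose-induced yeast with toxic alpha-synuclein levels, exposed to compound for 24 hr at 30 deg C. Cell growth, read with BacTiter-Glo luminescence, gave the measured signal.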
# GLP1R ag – agonists of human GLP-1 receptor. HEK293 GLP-1R CRE-luciferase, luminescence, 4-6 h; cells express a hypersensitive GLP-1R form. 0.007% of 380,000 active. Potency, µM (doses to about 45.6 µM), for inactives: at the highest dose activation, most hits filed as activators. AID 624172. P43220; note: potency is the fitted concentration of half-maximal effect; % of control where 0% means no effect
# Target sequence (P43220 whole entry, looked up): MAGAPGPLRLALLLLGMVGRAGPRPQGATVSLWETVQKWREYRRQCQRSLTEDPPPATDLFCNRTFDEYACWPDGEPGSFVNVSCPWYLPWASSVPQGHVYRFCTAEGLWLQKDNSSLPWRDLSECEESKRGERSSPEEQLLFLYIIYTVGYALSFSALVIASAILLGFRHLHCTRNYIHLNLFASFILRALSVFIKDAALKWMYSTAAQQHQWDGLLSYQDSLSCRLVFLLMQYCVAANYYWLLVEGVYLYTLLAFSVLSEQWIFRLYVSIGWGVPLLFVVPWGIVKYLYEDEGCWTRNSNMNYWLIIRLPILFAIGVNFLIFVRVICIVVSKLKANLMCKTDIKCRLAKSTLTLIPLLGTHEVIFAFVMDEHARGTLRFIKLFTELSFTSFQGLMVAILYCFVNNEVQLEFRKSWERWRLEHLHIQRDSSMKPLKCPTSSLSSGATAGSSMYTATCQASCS
# DRD3 antagonist – D3 dopamine receptor (human) antagonism; max response, negative = inhibition, %; D3R cells, DiscoveRx beta-arrestin luminescence, antagonist mode; hits give low values; 2.5% of 360,000 active; P35462; in the data active = max response below about -50%; inconclusive = no clear call, values can overlap the other calls; note: % is set by controls: 0 for no effect and ±100 for the full control effect; mostly tested at two doses, the higher about 12 µM
#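 Cells expressing the human receptor were seeded at 1500 cells/well, incubated overnight at 37 degrees C in 5% CO2, then exposed to library compounds with dopamine controls for 90 minutes at 37 degrees C before luminescent detection.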
# Akt phos inh – inhibitors of Akt phosphorylation. Neuro2A IGF-stimulated pAkt S473 HTRF, 20 min; hits give low values. activity change, % for hits at 50 µM. 0.32% of 360,000 active. AID 651550; in the data active = activity change below about -80%; inconclusive = mostly about -51% to -80%; note: % is set by controls: 0 for no effect and ±100 for the full control effect
#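 Neuro2A cells (4,500/well, DMEM with 0.5% FBS) were treated with compound at a single 50 µM final concentration, stimulated with 6 nM IGF for 20 min at 37 °C, and lysed. Phospho-Akt Ser473 was read by HTRF as 665/615 ratio ×10^4.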
# FUS suppressor – suppressors of FUS proteinopathy in yeast; Potency, µM (highest dose often 76.6 µM), for the others: at the top dose growth rescue (activation), actives largely listed as activators; S. cerevisiae FUS-expressing, growth rescue, OD600, 24 h; 0.24% of 390,000 active; AID 1347120;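 note: potency is the fitted concentration of half-maximal effect; plate controls were DMSO vehicle for no effect and reference control for full effect; nearly all actives have a fitted effect of over 55% in size; some results filed as inactive show a strong effect at the top dose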
#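 Absorbance at 600 nm, taken 24hr after compound addition, measured rescue of FUS-yeast growth at 30C. Induction used 2% galactose with seeding at OD 0.005. Controls: CP55940 from 92uM final, DMSO only.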
# GLP1R inv ag – inverse agonists of human GLP-1 receptor; P43220; HEK293 GLP-1R CRE-luciferase, luminescence, 24 h; GLP-1R form is constitutively active; Potency, µM (top dose mostly 38.3 µM), without a hit: top-dose activity change, negative = inhibition, hits mostly inhibitors; 1.6% of 410,000 active; AID 624417; note: potency is the fitted concentration of half-maximal effect; % is set by controls: 0 for no effect and ±100 for the full control effect; nearly all actives have a fitted effect of over 55% in size
#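 Constitutively active GLP-1R drives a cAMP-responsive luciferase in stably transfected HEK293 cells; test compounds are added after overnight (12 h) attachment and left 24 hr, and signal loss in luminescence marks inhibition.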
# Abeta yeast res – restores growth of yeast expressing A-beta42 peptide; yeast expressing A-beta42, growth rescue, OD600, 48 h; response scale: 0% DMSO, 100% iron-clioquinol control; Potency, µM (top dose mostly 46.1 µM), inactives show at the top dose growth rescue, usual class: activators; 0.063% of 410,000 active; AID 1347071; note: potency is the fitted concentration of half-maximal effect; nearly all actives have a fitted effect of over 55% in size
#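 Growth rescue measured by 600 nm absorbance after 48 h yeast culture at 30 C with compound. Values normalized between DMSO and an equimolar ferric chloride plus clioquinol control.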
# Active calls of the source: *; i = inactive; ? = inconclusive; · = not tested or not shown; [ ] = dose if it differs, or a comment. Unless noted, calls come from the whole dose curve; as a rule, active = well fitted curve in the direction sought with a large enough effect; inconclusive = small, poorly fitted or top-dose-only effect, or another doubt; inactive = no such curve, though single readings can be large; an effect the other way counts as inactive or inconclusive.
mol	PTHR1 agonist	TDP43 rescue	aSyn yeast inh	GLP1R ag	DRD3 antagonist	Akt phos inh	FUS suppressor	GLP1R inv ag	Abeta yeast res
Cc1sc2c(c1C)c(=O)n(Cc1ccccc1)c(=O)n2Cc1ccc(F)cc1	-16%	24%	·	·	·	·	-22%	-8%	-5%
Cc1ccc(Nc2cc(C)c3c(O)cccc3n2)cc1C	i	7%	-8%	25%	-23	i	7%	?	-13%
O=C(NCCc1c[nH]c2ccccc12)Nc1cccc2ccccc12	i	8%	2%	4%	35	i	8%	?	8%
Cc1cc(Cn2nnc3ccccc32)c(O)c(C(C)(C)C)c1	-69%[inhibitor]	22%	11%	10%	17	i	21%	?	11%
N/C(=N\OC(=O)Nc1ccccc1)c1cccc(C(F)(F)F)c1	i	10%	-15%	-5%	-23	i	-7%	15%	-13%
O=C(O)Cn1nc(N2CCN(c3ccc(F)cc3)CC2)ccc1=O	-20%	-4%	·	-1%	·	·	-23%	-10%	-8%
Cc1ccccc1NC(=O)C(=O)NCCc1ccccc1	i	19%	0%	2%	19	i	16%	28%	-5%
O=C(Nc1cccc(Cl)c1)C1COc2ccccc2O1 (configuration not stated)	-23%	?	3%	-3%	7	i	-25%	-9%	22%
OC(COCc1cccs1)CN1CCN(c2cccc(C(F)(F)F)c2)CC1 (configuration not stated)	-26%	3%	3%	-9%	-55*	i	·	?	-8%
O=S(=O)(c1ccc(Cl)cc1)N1CCN(Cc2cccnc2)CC1	-7%	-15%	-7%	2%	0	i	7%	?	-2%
COC(=O)c1nnn(-c2nonc2N)c1CSc1ccc(Cl)cc1	-5%	16%	-8%	-8%	-23	i	-57%	-21%	7%[9.22 µM]
Cc1ccc(C)c(N2N=C(C(=O)Nc3ccccc3N3CCCC3)CCC2=O)c1	-51%[inhibitor]	-15%	23%	-6%	10	i	?	?	-1%
Cc1ccc(N2CC(C(=O)Nc3ccc(N(C)C)cc3)CC2=O)cc1C (configuration not stated)	-6%	2%	·	-3%	12	·	21%	0%	6%
CCC(C)NC(=O)c1sc2nc(C)c(C(=O)Nc3ccc(Cl)cc3)c(-c3ccc(Br)cc3)c2c1N (configuration not stated)	-2%	6%	·	·	·	·	?	2%	4%
CCOC(=O)c1ccc(N2C(=O)CC(N3CCC(C(=O)OCC)CC3)C2=O)cc1 (configuration not stated)	i	?	-75%[inhibitor]	3%	-19	i	7%	10%	-94%[inhibitor]
CCC(=O)NC(c1cccc([N+](=O)[O-])c1)c1c(OC(C)=O)ccc2ccccc12 (configuration not stated)	-3%[57.5 µM]	-15%	-2%	-16%	?	i	7%	?	13%
O=C(CC1C(=O)NCCN1CC1CCCCC1)NCc1ccc(F)cc1 (configuration not stated)	i	0%	2%	2%	-15	i	20%	6%	-3%
C=CCNc1nc(N)c([N+](=O)[O-])c(Nc2cccc(Cl)c2)n1	?	?	0%	4%	23	i	-31%	46%[activator]	13%
COCCCNC(=O)c1ccc2c3c(onc13)-c1ccccc1C2=O	-60%[inhibitor]	-5%	-46%[inhibitor]	-46%[inhibitor]	?	i	16%	10%	-84%[inhibitor]
Cc1ccc(-c2csc3nc4c5ccccc5c(NCCCN(C)C)nn4c(=O)c23)cc1	i	2%	5%	0%	1	i	7%	?	-34%[inhibitor]
COCCN(CCOC)S(=O)(=O)c1ccc(C(=O)Nc2nc(C)c(C(C)=O)s2)cc1	i	-11%	0%	-7%	-2	i	19%	1%	-11%
CC(=O)c1ccc(NC(=O)CSc2nc(-c3ccccc3C)nc3c2c(=O)n(C)c(=O)n3C)cc1	-25%	14%[9.22 µM]	·	·	·	·	5%	12%	-1%
Cc1cc(C(=O)N/N=C/c2cccs2)no1	i	-16%	1%	2%	-23	i	·	?	3%
CCCN(CCC)c1nn2c(=O)c(C(=O)NCc3cc(Br)ccc3OC)cnc2s1	i	12%	·	·	·	·	1%	8%	1%
Cc1nc2ccc(NC(=O)C3=NN(C)C(=O)CC3)cc2s1	i	16%	2%	-7%	-5	i	·	23%	-4%
CN1CCC(=NNC(=O)c2ccco2)CC1	-4%[57.5 µM]	-8%	1%	-3%	10	i	20%	24%	-5%
COc1cc(C2C(C#N)=C(N)OC3=C2C(=O)CC(C)(C)C3)cc2c1OCO2 (configuration not stated)	i	-6%	0%	8%	14	i	31%	6%	13%
CCOC(=O)C1=C(c2ccccc2)O/C(=C(/C(=O)OC)C(F)(F)F)S1	-9%[57.5 µM]	-12%	13%	-5%	13	i	-9%	0%	15%
CCOC(=O)/C=C1/SCC(=O)N1Cc1ccc(Br)cc1	-9%	-11%	0%	11%	12	i	9%	5.6µM*	-1%
Cc1n[nH]c(C)c1Sc1ccccc1N=Cc1cc(Cl)cc([N+](=O)[O-])c1O	-11%	-90%[inhibitor]	-34%[inhibitor]	-10%	-131*	i	6%	2%	-65%[inhibitor]
Cc1nn(-c2ccccc2)c(C)c1C(=O)OCC(=O)NCc1ccco1	i	-9%	?	-3%	9	i	18%	9%	3%
C=CCOn1c(=O)c(-c2ccccc2)[n+]([O-])c2ccccc21	-2%	2%	5%	3%	5	i	12%	9%	-2%
CC(C)(C)CC(=O)O/N=C(\N)c1ccncc1	i	20%	-1%	2%	12	i	-13%	14%	3%
O=C(NC1=CC(=O)c2ccccc2C1=O)c1ccccc1	-27%	-68%[inhibitor]	-74%[inhibitor]	?	-89*	i	7%	?	-93%[inhibitor]
O=C(COc1ccccc1)Nc1ccccc1NS(=O)(=O)c1cccs1	i	-5%[0.397 µM]	9%	6%	7	i	2%	?	-10%
COc1ccc(C(CCN2CCCCC2)c2c(OC)cc(OC)c3c(-c4ccccc4)cc(=O)oc23)cc1 (configuration not stated)	i	-5%	1%	3%	?	i	19%	-21%	6%
COc1ccc(-c2csc(N(CCCN(C)C)C(=O)c3ccc(C(C)(C)C)cc3)n2)cc1	-34%[inhibitor]	-1%	3%	-4%	-3	i	34%	?	14%
COC(=O)c1cc(S(=O)(=O)N2CCCCC2)ccc1N1CCOCC1	i	28%	-1%	4%	0	i	-5%	0%	7%
Cc1cc(NC(=O)CN2CCCC(C)C2)n(-c2nc3ccccc3s2)n1 (configuration not stated)	-18%	0%	2%	0%	0	i	-7%	17%	-4%
COc1ccc(S(=O)(=O)N2CCN3CCCC3C2)cc1 (configuration not stated)	i	-23%[1.82 µM]	-2%	3%	0	i	-3%	9%	-5%
CC(C)c1ccc(NC(=O)Nc2nc(C(N)C(C)C)cs2)cc1 (configuration not stated)	i	4%	-7%	-7%	-54*	i	8%	?	-21%
COc1ccccc1CN1CCN(Cc2cc(OC)c(OC)cc2OC)CC1	i	0%	-16%	2%	-22	i	-13%	-10%	-17%
CC(C)=CCC/C(C)=C/CNC(=O)C[C@H]1C[C@H](C(=O)N2CCOCC2)[C@@]2(C)c3[nH]c4ccc(Cl)cc4c3CCN2C1=O	-18%	?	-1%	6%	-13	i	44%	6%	4%
CCC(N=c1cc(-c2ccc(OC)cc2)oc2ccc(C)cc12)C(=O)O (configuration not stated)	-17%	-12%	1%	0%	1	i	·	2%	-15%
CC(C)(C)OC(=O)N1CCC[C@H]1C(=O)N1CCC[C@H]1C(=O)NCc1ccncc1	-23%	-4%	-5%	-3%	2	i	-15%	22%	-15%
CC(C)(C)C(=O)NC1CCN(S(=O)(=O)c2cccc(C(F)(F)F)c2)CC1	-87%[inhibitor]	-10%	3%	3%	4	i	4%	-4%	-2%
O=C(O)CC1SC(=Nc2ccc(O)cc2)NC1=O (configuration not stated)	-8%	-14%[9.22 µM]	-5%	-3%	-19	i	-7%	9%	0%
Cc1ccc(S(=O)(=O)NC(C(=O)N2CCOCCOCCOCCOCC2)c2ccccc2)cc1 (configuration not stated)	-12%	16%[9.22 µM]	0%	11%	3	i	12%	-10%[7.66 µM]	3%
CCCCc1ccc(NC(=O)CSc2nc3ncccc3[nH]2)cc1	i	15%	-11%	-4%	55	i	-4%	-10%	-1%
COc1ccccc1CNC(=O)CCCc1ccccc1	i	18%	11%	1%	-1	i	·	11%	15%
O=C(CN1CCc2ccccc2C1)N1CCN(S(=O)(=O)c2ccccc2)CC1	-23%[57.5 µM]	-7%	3%	7%	?	i	14%	0%	8%
Cc1ccc(CN(C)C(=O)c2cccc(S(=O)(=O)N3CCCC3)c2)cc1	i	-3%	2%	9%	-9	i	14%	-11%	-10%
CCOC(=O)C1=CCN(S(=O)(=O)c2ccc(C)cc2)C1c1ccccc1 (configuration not stated)	-14%	13%	6%	5%	-10	i	38%	-2%	1%
O=C(Cn1ncc2c(=O)oc3ccccc3c21)N1CCN(c2ccccn2)CC1	i	2%	1%	-10%	?	i	-6%	1%	11%
O=C(NCC1CCCO1)c1cccc(NS(=O)(=O)c2ccccc2)c1 (configuration not stated)	-8%	13%	2%	-24%	12	i	-4%	2%	-7%
CC(C)[C@H](NS(=O)(=O)c1ccc2c(c1)OCCO2)C(=O)OCC(=O)Nc1cc(Cl)ccc1Cl	-22%	-10%	-4%	-4%	8	i	·	-33%	-20%
Cc1ccc(OCCCSc2n[nH]c(N)n2)cc1	?	-16%	-6%	2%	?	i	-39%	14%	-12%

# These rows are one share of the data; count on the stated rates, not on these rows.
